From PubChem BioAssay
beta cell repl – inducers of MIN6 beta-cell proliferation, primary screen, ATP luminescence, uHTS; MIN6 cells proliferation, ATPlite luminescence, 48 h; cells starved in 0.2% serum; 100% = growth in 10% serum; proliferation, % at 10 µM; 330,000 compounds, 0.29% hits; AID 2380, 2010;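 active = compounds whose signal lies at least 3.5 SD above the mean of all wells on their plate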;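 note: 0% = DMSO-treated cells in low-serum medium and 100% = 10% serum control; some compounds called inactive have numbers as strong as hits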
tim10-1 inh – growth inhibitors of tim10-1 mutant yeast, primary screen, luminescence, uHTS; S. cerevisiae tim10-1 ts strain growth, BacTiter-Glo, 24 h; inhibition, % at 20 µM; 330,000 compounds, 2.2% hits; AID 463190, 2010;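 active = inhibition of at least 40%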;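 note: mutant grown at 25 °C; 0% = DMSO wells with yeast and 100% = wells holding no yeast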
mIAP inh – inhibitors of mouse IAP, primary screen, biochemical, luminescence, uHTS; intestinal alkaline phosphatase [Mus musculus]; purified mouse IAP, CDP-Star luminescence, 30 min; inhibition, % at 10 µM; 330,000 compounds, 0.2% hits;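 active = inhibition of at least 40% at 10 µM in the primary screen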;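 note: plate controls were DMSO with enzyme for no effect and no enzyme wells for full effect; values of inactives mirror those of a sister screen read the other way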
hIAP block – human IAP inhibitors, primary screen, biochemical, luminescence, uHTS; purified IAP, CDP-Star luminescence, 30 min; inhibition, % at 10 µM; 330,000 compounds, 0.12% hits;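 active = inhibition reaching a set limit with compound at 10 µM in the primary screen, cut at about 35% in these data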;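 note: plate controls were DMSO wells with enzyme for no effect and no-enzyme buffer wells for full effect; values of inactives mirror those of a sister screen read the other way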
A3G deaminase – APOBEC3G DNA deaminase inhibitors, primary screen, biochemical, fluorescence, single-stranded DNA substrate, uHTS. DNA dC->dU-editing enzyme APOBEC-3G (Homo sapiens), Q9HC16. recombinant A3G, ssDNA deamination FAM/TAMRA fluorescence. inhibition, % at 20 µM. 330,000 compounds, 0.28% hits. AID 493012, 2011;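 active = inhibition of at least 40% at 20 µM, with no more than 30% in the related APOBEC3A deaminase screen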;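 note: plate controls were DMSO wells with A3G for no effect and wells lacking A3G enzyme for full effect; some compounds called inactive have numbers as strong as hits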
Target sequence (Q9HC16 whole entry, looked up): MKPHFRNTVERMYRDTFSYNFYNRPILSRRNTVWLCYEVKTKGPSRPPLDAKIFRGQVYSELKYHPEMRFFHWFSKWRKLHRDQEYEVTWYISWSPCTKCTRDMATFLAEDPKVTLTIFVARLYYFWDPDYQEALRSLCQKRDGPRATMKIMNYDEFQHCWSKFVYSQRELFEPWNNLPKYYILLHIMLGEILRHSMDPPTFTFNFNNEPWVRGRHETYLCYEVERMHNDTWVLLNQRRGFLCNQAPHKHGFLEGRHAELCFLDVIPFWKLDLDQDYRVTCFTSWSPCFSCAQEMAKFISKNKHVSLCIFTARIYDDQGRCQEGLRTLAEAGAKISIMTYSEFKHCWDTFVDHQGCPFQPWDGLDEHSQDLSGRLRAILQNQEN
mIAP activ – activators of mouse IAP, primary screen, biochemical, luminescence, uHTS; intestinal alkaline phosphatase [Mus musculus]; activation factor at 10 µM; 330,000 compounds, 0.24% hits; muIAP, CDP-Star luminescence, 30 min; stronger effect = higher value; 1 = vehicle-only enzyme signal, 0 = enzyme-free wells;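 active = activation factor of at least 2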; note: the source names both 10 and 20 µM as test concentration; values of inactives mirror those of a sister screen read the other way
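also added = chemiluminescent substrate CDP-Star | test system = mouse IAP enzyme | signal = chemiluminescence readout | compound = DMSO-dissolved test compounds | incubation = 30 min at room temperature | benchmarks = DMSO wells, no-enzyme wells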
TIM10 inh – growth inhibitors of isogenic TIM10 control yeast, primary screen, counter-screen for tim10-1 yeast inhibitor project, luminescence, uHTS. S. cerevisiae TIM10 strain growth, BacTiter-Glo luminescence, 24 h. inhibition, % at 10 µM. 330,000 compounds, 1.4% hits. AID 463195, 2010;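 active = inhibition of 40% or more at the single tested concentration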;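 note: wild-type TIM10 isogenic control strain grown at permissive 25 °C; 0% = DMSO yeast wells and 100% = minimal medium wells without yeast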
APOBEC3A inh – APOBEC3A ssDNA deaminase inhibitors, primary screen, selectivity assay for APOBEC3G inhibitor project, biochemical, FAM/TAMRA oligo cleavage fluorescence; inhibition, % at 20 µM; DNA dC->dU-editing enzyme APOBEC-3A (Homo sapiens), P31941; 330,000 compounds, 0.41% hits; recombinant A3A, FAM/TAMRA ssDNA deamination fluorescence;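 active = at least 40% inhibition at 20 µM here, with at most 30% in a related deaminase screen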;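 note: plate controls were A3A with DMSO for no effect and wells lacking A3A enzyme for full effect; some results filed as inactive read as strong as hits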
Target sequence (P31941 whole entry, looked up): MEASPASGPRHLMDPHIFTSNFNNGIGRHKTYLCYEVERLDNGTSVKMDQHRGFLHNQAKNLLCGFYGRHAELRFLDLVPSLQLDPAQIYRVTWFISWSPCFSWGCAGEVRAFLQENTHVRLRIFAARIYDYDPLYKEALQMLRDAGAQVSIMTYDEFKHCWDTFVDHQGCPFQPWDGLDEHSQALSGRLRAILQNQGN
NLRP3 yeast inh – NALP3 inflammasome inhibitors in reconstituted yeast, primary screen, luminescence, uHTS; Yeast reconstituted NLRP3/ASC/caspase-1, beta-gal luminescence, 24 h; 330,000 compounds, 0.39% hits; inhibition, % at 10 µM;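 active = inhibition of 50% or more; inactive = inhibition below 50%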;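 note: plate controls were induced DMSO wells for no effect and uninduced yeast grown without galactose for full effect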
The depositor's hits bear a star.

SMILES	beta cell repl	tim10-1 inh	mIAP inh	hIAP block	A3G deaminase	mIAP activ	TIM10 inh	APOBEC3A inh	NLRP3 yeast inh
C=CCN1C(=O)/C(=C/c2ccsc2)SC1=S	0	-39	6	9	-5	0.94	1	4	-17
Cc1cccc(CSc2nc3sc(C)c(C)c3c(=O)n2Cc2ccco2)c1	-6	21	9	-1	-2	0.91	-2	4	-8
O=C(c1ccc2c(c1)OCO2)N1CCCc2ccccc21	-2	18	-6	-18	-3	1.1	7	-2	38
COc1ccc(C(CC(=O)O)NC(=O)COc2ccc(C)cc2)cc1OC (stereo not drawn)	-2	-4	3	4	-6	0.97	3	0	-1
CCOC(=O)CSc1nnc(Cn2c(=O)sc3ccccc32)n1C	3	12	1	5	-6	0.99	3	-5	9
O=C(COc1ccc([N+](=O)[O-])cc1)Nc1ccccc1C(=O)NC1CC1	-3	0	1	7	6	0.99	-28	4	5
COCCNC(=S)N(CCN(C)C)Cc1cc2cc3c(cc2[nH]c1=O)OCO3	2	-3	4	-11	-3	0.96	-12	1	9
CC(=O)/C(=N\Nc1ccccc1)Oc1ccc(Br)cc1	-1	-5	6	18	-8	0.94	-2	-6	-2
O=C(c1ccc(=O)[nH]c1)N1CCN(S(=O)(=O)c2ccc3ccccc3c2)CC1	4	-10	-5	5	-4	1.1	7	-1	9
O=C(C1=C(O)C(=O)N(CC2CCCO2)C1c1ccccc1F)c1ccco1 (stereo not drawn)	0	-25	-3	10	-11	1	8	-7	0
CCOC(=O)C1C(=O)NC(N2CCOCC2)=NC1c1ccco1 (stereo not drawn)	-1	17	2	17	8	0.98	5	1	17
CCOC(=O)c1c(C)cc(C)[nH]c1=O	-2	-6	-4	-9	-7	1	-3	-2	18
COc1cccc2c1cc1c(=O)n(CC(=O)NCc3ccccn3)nc(C)n12	-2	-7	-7	17	4	1.1	-65	5	2
COC(=O)c1cn(NC(=O)Cc2ccccc2Br)c(=O)c2ccccc12	0	14	2	-3	-7	0.98	-2	-3	-13
CC1(C)CC(=O)C=C(NCCN2CCN(C(=O)Nc3ccccc3)CC2)C1	-3	-2	6	10	-5	0.94	-4	-2	-2
COCCNC(=O)/C(C#N)=C/c1c(N2CCN(c3cccc(Cl)c3)CC2)nc2c(C)cccn2c1=O	-6	28	7	12	-4	0.93	9	-1	13
CCCSCCCNC(=O)c1ccc(C)c(NC(=O)C2=C(C)OCCS2)c1	0	30	-3	6	-7	1	-8	-3	4
COc1ccc(S(=O)(=O)n2nc(-c3cc(OC)c(OC)c(OC)c3)cc2N)cc1OC	-1	12	-8	-8	0	1.1	4	0	23
CC1CN(c2nc3ccccn3c(=O)c2/C=C(\C#N)C(N)=O)CC(C)O1 (stereo not drawn)	-2	-33	-8	-10	-5	1.1	-16	-3	16
O=C(NCCNc1ccc([N+](=O)[O-])cc1)c1ccccc1Br	-1	-12	-2	4	-8	1	-25	-4	17

Rewritten with bars between the fields: 4 of the compounds above
compound | beta cell repl | tim10-1 inh | mIAP inh | hIAP block | A3G deaminase | mIAP activ | TIM10 inh | APOBEC3A inh | NLRP3 yeast inh
CCOC(=O)CSc1nnc(Cn2c(=O)sc3ccccc32)n1C | 3 | 12 | 1 | 5 | -6 | 0.99 | 3 | -5 | 9
CCOC(=O)C1C(=O)NC(N2CCOCC2)=NC1c1ccco1 (stereo not drawn) | -1 | 17 | 2 | 17 | 8 | 0.98 | 5 | 1 | 17
O=C(COc1ccc([N+](=O)[O-])cc1)Nc1ccccc1C(=O)NC1CC1 | -3 | 0 | 1 | 7 | 6 | 0.99 | -28 | 4 | 5
COc1cccc2c1cc1c(=O)n(CC(=O)NCc3ccccn3)nc(C)n12 | -2 | -7 | -7 | 17 | 4 | 1.1 | -65 | 5 | 2

Going on with the list:
SMILES	beta cell repl	tim10-1 inh	mIAP inh	hIAP block	A3G deaminase	mIAP activ	TIM10 inh	APOBEC3A inh	NLRP3 yeast inh
CCOC(=O)Cc1csc(NC(=O)c2sc3nc4c(C)cc(C)cc4cc3c2N)n1	-2	14	21	-14	6	0.79	5	3	-2
COCCNC(=O)C(OC(=O)c1cc2oc(C)cc2n1C)C(C)C (stereo not drawn)	-2	20	0	-6	-3	1	-11	-4	-4
Cc1ccc(NS(=O)(=O)c2cn(C)c(=O)n(C)c2=O)c(C)c1	2	4	-7	16	-9	1.1	-1	-8	-2
CC1(C)CC(=O)C=C(c2ccc(F)nc2)C1	0	7	-9	-2	-9	1.1	-8	-4	5
Cn1cc(S(=O)(=O)NCCc2ccccc2)c(=O)n(C)c1=O	2	3	-16	2	-1	1.2	17	-4	2
O=C(Cc1ncon1)Nc1ccc(F)c(F)c1F	-1	1	12	21	66*	0.88	-15	0	13
O=C(NCc1cccs1)c1nn2cccnc2c1Cl	-3	4	4	-6	-5	0.96	11	-5	25
O=C(COC(=O)c1nc(Cl)c(Cl)c(Cl)c1Cl)NCc1ccccc1	-6	36	-10	7	-5	1.1	31	-1	-15
O=C(Nc1ccc2c(c1)OCCO2)C1CCN(S(=O)(=O)c2ccc3c(c2)OCCO3)CC1	-1	8	-11	2	-6	1.1	-1	-4	3
O=C(Cn1c(=O)c2sccc2n(Cc2ccc([N+](=O)[O-])cc2)c1=O)NCCc1ccccc1	3	22	2	-3	2	0.98	2	4	1
CC(NC(=O)c1cc2cc(F)ccc2[nH]1)c1ccccc1 (stereo not drawn)	-1	16	-21	6	-10	1.2	16	-2	30
COc1ccc(NC(=O)CN2CCCCC2)c([N+](=O)[O-])c1	-3	-27	5	-5	-8	0.95	-13	-3	-6
O=C1CC(N2CCN(Cc3ccc(Cl)cc3)CC2)C(=O)N1CCc1ccccc1 (stereo not drawn)	-1	0	11	4	-6	0.89	13	-4	17
Cc1cccc(C(C)C)c1NC(=O)c1c(-c2ccccc2)noc1C	-1	1	0	4	-2	1	14	6	11
Cc1nc(C)c(-c2csc(NCCc3ccccc3)n2)s1	-1	23	19	-3	0	0.81	6	1	16
CC(NC(=O)COC(=O)CCC(=O)c1ccc(F)cc1)c1ccccc1 (stereo not drawn)	-2	3	-11	2	-5	1.1	-1	0	20
Cc1nnc(SCC(=O)NC(=O)NC(C)C)s1	-1	10	1	4	-5	0.99	12	0	11
O=C(CN1CCCCC1)NN(Cc1ccccc1)c1ccccc1	6	-6	3	9	-5	0.97	9	-2	1
CC(=O)Nc1ccc(NC(=O)COC(=O)c2cc([N+](=O)[O-])ccc2N2CCOCC2)cc1	-4	-15	8	19	-7	0.92	2	0	12
COc1ccc(C2CC(c3c(-c4ccccc4)c4cc(Cl)ccc4[nH]c3=O)=NN2S(C)(=O)=O)cc1OC (stereo not drawn)	-4	8	4	2	-4	0.96	18	0	-2

3 entries out of the list above, arranged by the value under APOBEC3A inh, high to low.
compound	mIAP inh	hIAP block	A3G deaminase	mIAP activ	APOBEC3A inh	NLRP3 yeast inh
CCOC(=O)Cc1csc(NC(=O)c2sc3nc4c(C)cc(C)cc4cc3c2N)n1	21	-14	6	0.79	3	-2
CC(=O)Nc1ccc(NC(=O)COC(=O)c2cc([N+](=O)[O-])ccc2N2CCOCC2)cc1	8	19	-7	0.92	0	12
O=C(COC(=O)c1nc(Cl)c(Cl)c(Cl)c1Cl)NCc1ccccc1	-10	7	-5	1.1	-1	-15

Next entries.
SMILES	beta cell repl	tim10-1 inh	mIAP inh	hIAP block	A3G deaminase	mIAP activ	TIM10 inh	APOBEC3A inh	NLRP3 yeast inh
CN(C)c1ccc(NS(=O)(=O)c2ccc(Cl)cc2)cc1	1	11	11	7	-3	0.89	7	2	31
O=C(Oc1ccc(N(Cc2cccs2)C2=NS(=O)(=O)c3ccccc32)cc1)c1ccco1	-1	6	14	1	-8	0.86	-5	-5	-2
Cc1cccc(-c2ccc(NC(=O)C3CCN(CC4CC4)CC3)cc2)c1	-4	-8	-92	-68	-4	1.9	1	2	18
CCN(CC(=O)NCc1cccs1)S(=O)(=O)c1cccc(Br)c1	-1	-2	4	-22	-10	0.96	-3	-4	20
CC1CC(=O)c2cnc(N3CCOCC3)nc2C1 (stereo not drawn)	-2	7	5	12	-5	0.95	-4	1	-3
CC12CCC(C(=O)N3CCCc4ccccc43)(CC1=O)C2(C)C (stereo not drawn)	0	34	-6	-2	-1	1.1	25	-3	25
C=CCC[C@@H](Cc1ccc(F)cc1)C(=O)OC[C@@H](Cc1ccccc1)NC(=O)[C@@H](CC=C)CC(=O)N[C@@H](CO)Cc1ccccc1	-6	6	-4	-15	-5	1	3	1	18

Structural class, those above with fluorine (6)
SMILES	beta cell repl	tim10-1 inh	mIAP inh	hIAP block	A3G deaminase	mIAP activ	TIM10 inh	APOBEC3A inh	NLRP3 yeast inh
O=C(C1=C(O)C(=O)N(CC2CCCO2)C1c1ccccc1F)c1ccco1 (stereo not drawn)	0	-25	-3	10	-11	1	8	-7	0
CC1(C)CC(=O)C=C(c2ccc(F)nc2)C1	0	7	-9	-2	-9	1.1	-8	-4	5
O=C(Cc1ncon1)Nc1ccc(F)c(F)c1F	-1	1	12	21	66*	0.88	-15	0	13
CC(NC(=O)c1cc2cc(F)ccc2[nH]1)c1ccccc1 (stereo not drawn)	-1	16	-21	6	-10	1.2	16	-2	30
CC(NC(=O)COC(=O)CCC(=O)c1ccc(F)cc1)c1ccccc1 (stereo not drawn)	-2	3	-11	2	-5	1.1	-1	0	20
C=CCC[C@@H](Cc1ccc(F)cc1)C(=O)OC[C@@H](Cc1ccccc1)NC(=O)[C@@H](CC=C)CC(=O)N[C@@H](CO)Cc1ccccc1	-6	6	-4	-15	-5	1	3	1	18
